# Screens from PubChem.
# PPC-1+TRAIL kill: kills PPC-1 cancer cells in the presence of TRAIL. AID 1443. 0.41% of 220,000 active. PPC-1 cells + TRAIL, ATPLite viability luminescence. cell killing (% activity), % at 4 µM;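 active = cell killing above 50% in the first pass at 4 µM, then a duplicate retest at 5 µM averaging 50% or more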;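 also: plate controls were cells with TRAIL plus DMSO for no effect and medium-only wells lacking cells for full effect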
# BaF3 parental: parental Ba/F3 viability inhibition as JAK2V617F counter-screen. CellTiter-Glo ATP luminescence. inhibition, % at 5.6 µM. 1.1% of 220,000 active. AID 1486;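 active = inhibition above a per-campaign cutoff, the mean inhibition of all tested compounds plus 3 SD, cut at about 27% in these data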;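 also: 0% = DMSO wells and 100% = JAK Inhibitor I control wells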
# Ba/F3 V617F tox: reduce viability of Ba/F3 cells dependent on JAK2V617F | 1.1% of 220,000 active | inhibition, % at 5.6 µM | AID 1446 | Ba/F3 EpoR-JAK2V617F viability, ATP luminescence;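 active = inhibition above the campaign mean plus 3 SD over all tested compounds, cut at about 24% in these data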;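 also: cytokine-independent growth of Ba/F3 cells driven by EpoR plus mutant JAK2; 0% = DMSO-treated cells and 100% = JAK inhibitor I control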
# Wee1 stabilizer: inhibitors of human Wee1 degradation | reporter increase, % at 5 µM | 1.2% of 220,000 active | AID 1321 | P30291 | HeLa Luc-Wee1K328M stability, luciferase luminescence; 100% = proteasome inhibitor MG132 effect;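 active = activation above the mean of all tested compounds plus 3 SD, set per screening run, cut at about 8.8% in these data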;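 also: cells exposed to compound for 20 h before luminescence read; 0% = DMSO alone and 100% = MG132 at 30 µM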
# TRPML3 agonist: human mucolipin-3 channel agonism | Q8TDD5 | HEK293 TRPML3-YFP, Fluo-8 calcium fluorescence; 100% = the carbachol control signal | activation, % at 3 µM | 0.29% of 220,000 active | AID 1448;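 active = activation above its plate's cutoff, the mean activation of the plate's test wells plus 3 SD, cut at about 12% in these data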;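 also: 0% = DMSO only wells and 100% = carbachol wells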
# Target sequence (Q8TDD5 whole entry, looked up): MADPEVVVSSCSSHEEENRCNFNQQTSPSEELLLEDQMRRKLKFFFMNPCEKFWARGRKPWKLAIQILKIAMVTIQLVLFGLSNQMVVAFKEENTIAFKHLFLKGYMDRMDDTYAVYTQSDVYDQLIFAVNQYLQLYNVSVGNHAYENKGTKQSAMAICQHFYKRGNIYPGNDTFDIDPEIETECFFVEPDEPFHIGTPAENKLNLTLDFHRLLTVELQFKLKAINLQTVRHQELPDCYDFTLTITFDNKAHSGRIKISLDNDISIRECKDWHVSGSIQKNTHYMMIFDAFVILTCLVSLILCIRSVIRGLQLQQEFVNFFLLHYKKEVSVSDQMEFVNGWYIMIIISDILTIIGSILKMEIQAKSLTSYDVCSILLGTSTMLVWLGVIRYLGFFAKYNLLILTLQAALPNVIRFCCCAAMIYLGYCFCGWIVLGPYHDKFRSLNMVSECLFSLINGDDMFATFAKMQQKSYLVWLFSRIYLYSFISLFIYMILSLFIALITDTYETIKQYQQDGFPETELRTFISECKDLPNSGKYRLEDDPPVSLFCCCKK
#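 Material: TRPML3-YFP stable HEK293 cells | Dosing: One concentration, 3 µM nominal, 0.3% DMSO | Timing: 125 s total fluorescence read per well | Technique: Fluo-8 calcium dye fluorescence, ex 470-495, em 515-575 nm | Measure: Percent activation from peak-to-basal fluorescence ratio, scaled between DMSO and carbachol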
# CHOP inhibitor: inhibitors of CHOP induction in ER stress response; CHO-K1 CHOP-promoter luciferase, tunicamycin-induced, 15-18 h; inhibition, % at 10 µM; 3.8% of 220,000 active; AID 2732;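 active = compounds that reduced the stress-induced luciferase reporter signal by more than about 70% of percent inhibition, limit read from the data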;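 also: 0% = tunicamycin plus vehicle and 100% = wells without tunicamycin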
# RBBP9 inh: human RBBP9 hydrolase inhibition | 0.2% of 220,000 active | O75884 | inhibition, % at 7.94 µM | recombinant RBBP9, FP-Rh probe fluorescence polarization;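 active = inhibition above the campaign mean of all tested compounds plus 3 SD, cut at about 14% in these data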;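 also: plate controls were DMSO wells with RBBP9 for no effect and wells lacking RBBP9 protein for full effect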
# Target sequence (O75884 whole entry, looked up): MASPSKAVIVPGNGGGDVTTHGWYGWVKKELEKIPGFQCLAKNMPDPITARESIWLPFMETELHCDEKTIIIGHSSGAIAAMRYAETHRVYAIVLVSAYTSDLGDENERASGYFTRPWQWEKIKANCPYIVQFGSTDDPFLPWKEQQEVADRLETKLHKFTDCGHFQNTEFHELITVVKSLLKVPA
#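 Measured by – fluorescence polarization · Test system – RBBP9 protein · Input – 2.5 µM RBBP9 dispensing solution, before mixing · Measure – percent inhibition from mP, scaled between DMSO and no-protein wells · Benchmarks – DMSO-treated enzyme wells and wells lacking RBBP9 · Times – preincubation 30 min plus labeling 45 min at 25 °C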
# TRPN1 ag: agonists of zebrafish TRPN1 channel | activation, % at 3 µM | 0.18% of 220,000 active | HEK293 zebrafish TRPN1-YFP, Fluo-8 calcium fluorescence; 100% = response to 87 µM carbachol;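 active = activation above its plate's cutoff, the mean activation of test wells on that plate plus 3 SD, cut at about 19% in these data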;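 also: 0% = DMSO alone and 100% = 87 µM carbachol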
#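 Material – zebrafish TRPN1-YFP in HEK293 cells · Doses – 3 µM single point · Schedule – dye 1 h 37 °C plus 30 min RT · Signal – Fluo-8 calcium fluorescence, excitation 470-495 nm, emission 515-575 nm · Read-out – % activation versus carbachol response · Control set – carbachol high, DMSO low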
# TNF death inh: blocks TNF-alpha induced death of Jurkat FADD-/- cells. Jurkat FADD-/- TNF necroptosis rescue, ATP luminescence, 24 h; 0 = TNF only, 100 = no-TNF cells. activation (protection from cell death), % at 10 µM. 0.068% of 220,000 active;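 active = activation, meaning protection from cell death, of at least 50% relative to plate controls; inactive = activation below 50%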;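 also: necroptosis triggered by 40 ng/mL TNF-alpha added together with compound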
# * = called active by the depositor; . = no result given. Rows were taken by chance. Share with any hit: about 6.8%.
# The first three entries (preview)
SMILES,PPC-1+TRAIL kill,BaF3 parental,Ba/F3 V617F tox,Wee1 stabilizer,TRPML3 agonist,CHOP inhibitor,RBBP9 inh,TRPN1 ag,TNF death inh
CCOC(=O)C1=C(C)N(C)C(=S)NC1c1cc(OC)ccc1OC (stereo not given),-17,-2,-5,-1,-0.7,-4,-3,-0.9,0.2
CCCS(=O)(=O)c1c(S(=O)(=O)CCC)c2cnccn2c1C(=O)c1ccc(OC)cc1,-1,-3,0,1,0.1,-9,-4,0.0,0.8
CCOC(=O)C1CCN(S(=O)(=O)c2cc(Br)cc3c2N(C(C)=O)C(C)C3)CC1 (stereo not given),6,2,0,0,1.1,-12,-9,-0.7,-0.3

# The whole of this part, from the start:
SMILES,PPC-1+TRAIL kill,BaF3 parental,Ba/F3 V617F tox,Wee1 stabilizer,TRPML3 agonist,CHOP inhibitor,RBBP9 inh,TRPN1 ag,TNF death inh
CCOC(=O)C1=C(C)N(C)C(=S)NC1c1cc(OC)ccc1OC (stereo not given),-17,-2,-5,-1,-0.7,-4,-3,-0.9,0.2
CCCS(=O)(=O)c1c(S(=O)(=O)CCC)c2cnccn2c1C(=O)c1ccc(OC)cc1,-1,-3,0,1,0.1,-9,-4,0.0,0.8
CCOC(=O)C1CCN(S(=O)(=O)c2cc(Br)cc3c2N(C(C)=O)C(C)C3)CC1 (stereo not given),6,2,0,0,1.1,-12,-9,-0.7,-0.3
O=c1[nH]c2ccc(NC(=S)Nc3ccc(F)cc3)cc2[nH]1,-4,1,0,9.7*,0.4,6,-5,-0.9,1.7
CCOC(=O)c1c(N)n[nH]c1-c1ccccc1,15,0,-3,-2,0.7,40,9,1.6,1.2
Cn1c(SCC(=O)N2CCN(c3cccc(Cl)c3)CC2)nnc1-c1ccncc1,18,-1,-2,-5,3.0,-20,5,3.6,-1.6
CC1(C)Nc2ccccc2C(=O)N1NC(=O)c1ccccc1,.,12,-1,-2,0.8,-12,-4,0.3,0.0
Cc1cccc(-n2c(-c3cccc([N+](=O)[O-])c3)nc3nc4ccccc4nc32)c1,9,7,-2,1,0.3,66,-7,-0.7,0.4
CC(C)CNC(=O)C1CCN(c2ccc(S(=O)(=O)N3CCOCC3)cc2[N+](=O)[O-])CC1,-7,-4,-1,-3,1.0,0,-7,2.1,0.8
O=C(NCc1ccncc1)C1CCCCC1,9,5,-3,-2,0.4,29,5,2.1,1.6
COc1cnc(-c2ccccc2)nc1Oc1ccc(C(C)(C)C)cc1,6,-2,-3,1,0.9,25,-5,-0.6,1.0
CCCN(CC1CC1)S(=O)(=O)c1ccc(-n2cnnn2)c(OC)c1,8,5,0,2,0.4,36,-5,-0.1,1.1
CN1C(=O)c2ccc(S(=O)(=O)c3ccc(C(=O)O)cc3)cc2C1=O,13,1,-1,-1,-0.1,26,-3,1.1,0.4
CCCC(=O)N1CCN(c2ccc(NC(=O)c3ccc([N+](=O)[O-])o3)cc2Cl)CC1,36,82*,94*,1,1.7,-62,4,3.2,-7.1
CC1CCN(C(=O)C2Cc3ccccc3CN2S(=O)(=O)c2ccc(F)cc2)CC1 (stereo not given),-10,2,0,-4,7.0,34,-8,0.0,-0.7
Cc1c(Cl)c([N+](=O)[O-])nn1CC(=O)NCc1cccs1,-3,4,-3,-3,0.3,-15,-4,0.0,9.1
CC(=O)Nc1nc(-c2ccc3c(c2)OCO3)cs1,15,-4,-4,0,0.0,-23,8,-0.2,5.0
O=C(NC1CCCC1)c1ccc(CSCc2ccccc2F)o1,9,3,1,-2,-0.6,-20,-3,-1.7,0.5
O=C(Oc1c(CN2CCOCC2)cc(Cl)c2cccnc12)c1ccccc1,.,0,-3,1,0.4,4,3,1.0,-13
O=C(NC1CCN(Cc2ccccc2)CC1)C12CC3CC(CC(C3)C1)C2,35,1,-4,2,1.8,-2,2,1.8,-1.0
COc1ccc(OC)c2c1nc1n2CCS1,21,4,-2,-1,0.7,7,-6,-1.1,1.3
Cc1c(NC(=O)c2cnn3cccnc23)c(=O)n(-c2ccccc2)n1C,-2,4,0,-1,0.2,-33,-4,1.5,-1.8
COc1ccc(S(=O)(=O)N2CCC(C(=O)Nc3c(F)cccc3F)CC2)cc1,42,3,-2,0,0.1,3,-3,1.8,3.0
COc1c(OC2OC(C(=O)O)C(O)C(O)C2O)cc(O)c2c(=O)cc(-c3ccccc3)oc12 (stereo not given),26,29*,19,-3,0.2,3,1,1.7,1.4
C=CCn1c(SCC(=O)Nc2ncc(Cc3cc(C(F)(F)F)ccc3Cl)s2)nnc1-c1ccncc1,21,4,4,3,0.9,27,-11,1.2,1.1
Cc1csc(C(=O)O)c1-n1cccc1,22,3,0,1,-0.2,28,-7,-0.4,-3.0
CCOc1ccc(-c2cc(CCCC(=O)N3CCN(c4ccc(OC)cc4)CC3)no2)cc1,18,5,-3,2,1.4,94*,1,1.5,-0.3
Cc1cc(C)n2nc(C(=O)OCC(=O)c3c[nH]c4ccccc34)nc2n1,6,6,1,-1,1.2,14,-8,2.1,-0.3
Cc1ccc(-n2c(-c3nn(C)cc3Cl)n[nH]c2=S)cc1,3,1,1,1,0.3,35,-6,2.0,1.1
C=COCCNC(=S)Nc1cccc(Cl)c1,-12,4,0,5,1.1,22,-3,1.3,-0.1
O=C(CSCc1ccc(Cl)cc1)Nc1nccs1,-3,3,-2,2,-1.0,-14,3,-2.1,1.4
COC(=O)c1ccc(OC(=O)CCN2c3ccccc3Sc3ccccc32)cc1,9,6,2,-1,1.2,32,-6,-0.5,1.0
Cc1c(C=C2C(=O)c3ccccc3C2=O)cc(C#N)n1C,15,3,-4,-1,1.4,21,-3,0.7,-3.3
Fc1ccc(CSc2ncnc3c2oc2ccccc23)cc1,-14,8,-1,-3,0.8,26,-7,0.6,1.2
O=CNC(n1cnc2c(N3CCOCC3)ncnc21)C(Cl)(Cl)Cl (stereo not given),7,1,-3,-2,1.0,-2,-10,2.0,4.8
CSCCC1C(=O)OC2(C)CC(C)(C)NC(=S)N12 (stereo not given),21,1,0,0,0.1,18,-9,-0.5,-0.2
Cc1ccc(/C(O)=C2\C(=O)C(=O)N(CCc3c[nH]c4ccccc34)C2c2cccnc2)cc1 (stereo not given),8,7,-1,-3,-0.8,-13,-11,0.0,1.6
CC(C)C(c1nnnn1C1CCCC1)N1c2ccccc2CC1C (stereo not given),12,4,0,3,-1.1,14,-4,-3.3,-2.1
COc1ccc(C(=O)NC(=S)Nc2cccc(NC(=O)c3ccco3)c2)cc1[N+](=O)[O-],11,10,9,-3,0.4,20,5,-0.7,-7.5
O=C(CNCCO)NC12CC3CC(CC(C3)C1)C2,-3,0,-6,-3,1.1,16,-9,3.1,-1.8
CCn1ccc(C(=O)NC2=C(C#N)CCC2)n1,-10,3,0,9.7*,0.5,7,-2,1.0,-1.0
Cn1c(NC(=O)/C=C\c2ccccc2)cc(=O)n(C)c1=O,12,6,0,-2,0.8,-30,0,-0.3,-0.1
CCC1(CC)NC(=O)N(Cc2nc3ccccc3s2)C1=O,12,6,-6,-2,-0.1,-9,-3,-0.3,0.7
Cc1nn(-c2ccccc2)c(Cl)c1/C=N/Nc1ccc(Cl)c(C(=O)O)c1,52*,4,-2,-1,0.5,39,-1,1.3,0.8
COC(=O)c1cc(OC)c(OC)cc1NCC(=O)Nc1ccc(OC)c(OC)c1,18,2,-3,5,0.3,-4,3,-1.1,1.9
O=C(CCCCCNc1nc(=S)[nH]c2ccccc12)N1CCN(c2ccccn2)CC1,18,8,4,1,-0.3,42,0,1.9,-9.2
O=C1c2ccccc2C(Nc2ccc(Cl)cn2)N1Cc1ccccc1 (stereo not given),13,1,-3,0,0.5,80*,-9,1.5,1.8
CC(C)NC(=S)NCc1cccnc1,0,2,-1,-2,0.7,11,-11,-0.9,0.8
COc1ccc(OC)c(S(=O)(=O)NC(N)=NCCc2ccccc2)c1,9,6,-1,-2,0.9,-1,-2,0.6,1.1
COc1ccccc1/C=C/C(=O)NNC(=O)c1cccs1,-2,1,-1,0,0.3,-12,2,-1.4,1.4
O=C(NC1CCCC1)C1CCN(S(=O)(=O)N2CCCCC2)CC1,2,5,4,0,0.8,-1,-9,0.5,0.7
CC1=C/C(=N\NC(=S)Nc2cccnc2)CC(C)(C)C1,-1,7,8,-1,1.0,-97,-2,0.7,3.3
CC(=O)NC1C(=O)N=C(SC(C)C(=O)Nc2cccc(Cl)c2)NC1=O (stereo not given),8,0,-3,1,0.5,14,5,1.8,-0.6
Cc1cc(C(=O)Nc2cccc([N+](=O)[O-])c2)c(C)o1,-4,0,-2,-2,0.2,-6,-4,-0.9,1.5
CCc1cccc(CC)c1NC(=S)NCCc1c(C)[nH]c2ccccc12,-16,4,-1,1,-0.5,41,-7,-2.3,-22
COc1ccc(N2C(=O)CC(N3CCN(c4nc5ccccc5s4)CC3)C2=O)cc1 (stereo not given),-7,-4,-1,-1,0.9,28,-5,5.4,-0.7
O=S(=O)(/C=C/c1ccccc1)NC1CCCCCCC1,-19,0,-1,2,-0.3,67,-10,-0.6,0.0
Cc1ccc(C)c(Cn2nnc3c(=O)[nH]c(C4CCCN(C(=O)C5CCCCC5)C4)nc32)c1 (stereo not given),3,9,-1,1,-1.4,14,-5,-1.7,-7.2
COc1ccc(/C=C(/C#N)C(=O)Nc2cccc(C)c2C)cc1C(=O)O,5,0,3,-2,0.5,12,-4,0.6,-1.2
COc1ccc(C(=O)O)cc1F,12,5,2,0,-0.1,11,-5,0.5,0.1

# (listing goes on)
SMILES,PPC-1+TRAIL kill,BaF3 parental,Ba/F3 V617F tox,Wee1 stabilizer,TRPML3 agonist,CHOP inhibitor,RBBP9 inh,TRPN1 ag,TNF death inh
O=C(CCSCCC(=O)Nc1ccccc1F)Nc1ccccc1F,24,4,2,-1,-0.1,11,-7,-1.2,1.3
COc1cccc(NC(=O)c2cc(-c3ccncc3)nc3c(C)cc(C)cc23)c1,18,3,0,8,0.2,42,-13,0.1,-0.2
CCOc1ccccc1Nc1nnc(SCC(=O)NC(=O)c2cccn2C)s1,6,6,-1,1,-0.9,6,-10,-2.5,1.6
C/C(=N\Nc1ccc([N+](=O)[O-])cc1)c1cc2ccccc2o1,17,2,3,1,2.2,-22,-5,2.1,2.1
CCNC(=O)c1ccccc1CCc1ccccc1,12,5,-2,-1,0.0,12,-4,-0.4,-0.5
c1ccc(-c2cn(-c3ccccc3)c3ncnc(N4CCCCC4)c23)cc1,0,6,4,0,-0.2,52,-8,-0.4,0.2
O=C(CN1C(=O)C2C3CCC(C3)C2C1=O)N1CCN(Cc2ccccc2)CC1 (stereo not given),.,1,0,-3,1.0,-12,-4,1.1,1.4
